Source: PubChem BioAssay
CHRM4 agonist = human M4 muscarinic receptor agonists, primary screen, CHO-K1 cells, Fluo-8 calcium fluorescence; Muscarinic acetylcholine receptor M4 (Homo sapiens), P08173; CHO-K1 hM4/Gqi5; vehicle 0%, full acetylcholine response 100%; activation, % at 3 µM; 360,000 tested, 0.14% active;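 active = activation above the run mean over all test wells plus 3 SD, cut at about 32% in these data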;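 note: peak over basal fluorescence ratio per well then scaled between controls; 0% = DMSO wells and 100% = acetylcholine at EC100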
CHRM5 agonist = human M5 muscarinic receptor agonists, primary screen, CHO-K1 cells, Fluo-8 calcium fluorescence. CHO-K1 hM5 cells; 0% DMSO wells, 100% maximal acetylcholine response. AID 624037, 2012. Muscarinic acetylcholine receptor M5 (Homo sapiens), P08912. activation, % at 3 µM. 360,000 tested, 0.19% active;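 active = activation above the run's mean over test compounds plus 3 SD, cut at about 23% in these data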;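 note: signal is peak over basal fluorescence ratio across the kinetic read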
Target sequence (P08912 whole entry, looked up): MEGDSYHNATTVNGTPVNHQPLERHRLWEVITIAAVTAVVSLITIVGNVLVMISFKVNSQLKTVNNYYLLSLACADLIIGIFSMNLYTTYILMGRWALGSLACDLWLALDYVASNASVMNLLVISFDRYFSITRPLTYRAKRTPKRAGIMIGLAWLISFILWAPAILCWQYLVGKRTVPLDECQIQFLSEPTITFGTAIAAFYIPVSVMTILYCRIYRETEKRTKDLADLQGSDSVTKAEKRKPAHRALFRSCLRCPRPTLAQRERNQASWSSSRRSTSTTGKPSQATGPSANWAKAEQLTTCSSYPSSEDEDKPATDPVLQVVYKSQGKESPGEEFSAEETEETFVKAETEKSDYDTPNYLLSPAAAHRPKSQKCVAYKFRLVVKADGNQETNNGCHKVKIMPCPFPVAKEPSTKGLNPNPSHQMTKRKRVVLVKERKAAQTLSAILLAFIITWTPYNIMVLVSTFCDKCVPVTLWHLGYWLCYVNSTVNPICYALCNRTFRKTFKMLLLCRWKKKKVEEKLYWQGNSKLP
M4 PAM = human M4 muscarinic receptor positive allosteric modulators, primary screen, CHO-K1 cells, Fluo-8 calcium fluorescence | Muscarinic acetylcholine receptor M4 (Homo sapiens), P08173 | CHO-K1 hM4/Gqi5, ACh EC20; 0% = ACh EC20, 100% = maximal ACh | activation, % at 3 µM | 360,000 tested, 0.4% active | AID 624126, 2012;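 active = activation above its plate's cutoff, the mean activation of sample wells plus 3 SD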; note: some results filed as inactive read as strong as hits
CHRM5 PAM = human M5 muscarinic receptor positive allosteric modulators, primary screen, CHO-K1 cells, Fluo-8 calcium fluorescence; CHO-K1 hM5, ACh EC20 PAM; 0% = ACh EC20, 100% = ACh EC100; activation, % at 3 µM; 360,000 tested, 0.3% active; AID 624038, 2012;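 active = activation above the run cutoff, the mean activation of all test compounds plus 3 SD, cut at about 18% in these data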
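system = human M5 receptor in CHO-K1 cells | reagent = EC20 acetylcholine as agonist stimulus | compound dosing = single-point, 3 µM nominal | incubation = Fluo-8 loading 80 min at 37 °C plus 30 min room temperature | detection = Fluo-8 calcium dye fluorescence, kinetic read | benchmarks = low control EC20 acetylcholine (0%), high control EC100 acetylcholine (100%)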
CHRM1 PAM = human M1 muscarinic receptor positive allosteric modulators, primary screen, CHO-K1 cells, Fluo-8 calcium fluorescence, 1536-well. activation, % at 3 µM. Muscarinic acetylcholine receptor M1 (Homo sapiens), P11229. AID 588819, 2011. CHO-K1 hM1, ACh EC20; 0% = ACh EC20, 100% = maximal ACh. 360,000 tested, 0.088% active; in the data active = activation above about 19%, passing the limit was not always enough
Target sequence (P11229 whole entry, looked up): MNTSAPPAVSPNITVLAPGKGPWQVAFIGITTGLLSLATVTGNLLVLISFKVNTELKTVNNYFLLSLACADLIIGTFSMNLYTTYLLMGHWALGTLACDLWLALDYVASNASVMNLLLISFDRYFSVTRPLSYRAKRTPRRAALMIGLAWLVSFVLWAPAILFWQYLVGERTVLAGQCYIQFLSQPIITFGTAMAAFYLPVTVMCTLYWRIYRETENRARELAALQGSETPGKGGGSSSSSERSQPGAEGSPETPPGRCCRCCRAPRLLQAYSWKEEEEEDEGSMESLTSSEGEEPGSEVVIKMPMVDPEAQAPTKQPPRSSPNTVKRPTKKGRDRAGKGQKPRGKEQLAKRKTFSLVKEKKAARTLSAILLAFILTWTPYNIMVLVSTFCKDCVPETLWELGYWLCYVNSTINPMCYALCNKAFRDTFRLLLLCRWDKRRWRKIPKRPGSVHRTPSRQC
CRFBP-R2 agonist = agonists of CRF-BP/CRF-R2 complex, primary screen, cell-based, HEK293, calcium dye fluorescence, uHTS | 350,000 tested, 0.46% active | calcium dye fluorescence (FLIPR); percent of saturating CRF peptide response | CRF-binding protein / CRF receptor 2 complex (human) | AID 588473, 2011 | activation, % at 13.2 µM;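 active = activation of at least 50%, plus an integration ratio under a set limit after plate pattern correction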;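 note: plate controls were neutral control wells without compound for no effect and CRF at EC100 for full effect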
M4 antag = human M4 muscarinic receptor antagonists, primary screen, CHO cells, Fluo-8 calcium fluorescence; 360,000 tested, 0.73% active; inhibition, % at 3 µM; Muscarinic acetylcholine receptor M4 (Homo sapiens), P08173; CHO-hM4 cells, ACh EC80;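 active = inhibition above its plate's cutoff, the mean inhibition of sample wells plus 3 SD, cut at about 27% in these data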;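 note: 0% = acetylcholine EC80 with DMSO and 100% = DMSO without agonist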
M5 antag = human M5 muscarinic receptor antagonists, primary screen, CHO cells, Fluo-8 calcium fluorescence; AID 624040, 2012; CHO-hM5 cells, ACh EC80; 360,000 tested, 0.59% active; Muscarinic acetylcholine receptor M5 (Homo sapiens), P08912; inhibition, % at 3 µM;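 active = inhibition above a per-plate cutoff, the mean of that plate's test compounds plus 3 SD, cut at about 27% in these data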;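 note: 0% = acetylcholine EC80 with DMSO and 100% = DMSO without agonist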
M1 antag = human M1 muscarinic receptor antagonists, primary screen, CHO-K1 cells, Fluo-8 calcium fluorescence, 1536-well; CHO-K1 hM1, ACh EC80 antagonist; inhibition, % at 3 µM; 360,000 tested, 1.3% active; AID 588852, 2011;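 active = percent inhibition above its own plate's cutoff, namely the mean of that plate's compound wells plus 3 SD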;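 note: peak over basal fluorescence ratio during 140 s after agonist addition; 0% = ACh EC80 plus DMSO and 100% = DMSO alone without agonist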
* hit, by the source's call; . = not tested or not shown. This is a subset; the hit share may differ from the screen's.

SMILES	CHRM4 agonist	CHRM5 agonist	M4 PAM	CHRM5 PAM	CHRM1 PAM	CRFBP-R2 agonist	M4 antag	M5 antag	M1 antag
CN(C)C(Cc1ccccc1)C(=O)c1ccc(-c2ccccc2)cc1 (configuration not stated)	-2	-7	-10	7	-7	0.1	5	1	0
O=C(NC1(C(F)(F)F)Oc2ccccc2O1)N1CCC2(CC1)OCCO2	2	1	15	4	6	-0.5	0	-1	-12
Cc1cc(OC(=O)c2cccs2)c2c3c(c(=O)oc2c1)CCCC3	3	0	-3	-1	9	12	-4	-1	-11
CC(C)c1ccc(OCC(=O)N2CCCN(C)CC2)cc1	1	-6	7	-4	10	-0.3	-6	0	-14
NC(=O)Cn1cc(C(=O)c2ccccc2F)c2ccccc21	3	-2	7	0	3	-1.4	-5	6	1
Cn1c(O)c(/C=N/N2CCCCC2)c(=O)[nH]c1=O	1	6	0	1	9	0.0	-2	-6	-4
COc1cc(OC)c2c(c1)O[C@@H](c1ccc(OC)c(OC)c1)[C@H](O)C2	1	7	6	-2	21	-2.7	-7	-23	-18
O=C(C[N+]12CCC(CC1)C(O)C2)c1ccc(Br)cc1 (configuration not stated)	-1	-5	-1	-3	9	0.1	-6	17	-12
O=Cc1cn(Cc2ccc([N+](=O)[O-])cc2)c2ccccc12	5	2	1	-1	-2	-1.3	1	1	-12
COC(=O)c1cccc(N=Cc2c(O)n(Cc3ccc(F)cc3)c(=O)[nH]c2=O)c1	1	0	-2	-9	9	-0.3	-6	8	-9
COC(=O)C1=C(c2ccc(C(C)=O)cc2)C[C@@H]2CC[C@H]1N2C(=O)NCC1CC1	1	3	4	3	6	-1.5	1	3	-6
CCC(C)NC(=O)c1c(N)n(CCCOC)c2nc3ccccc3nc12 (configuration not stated)	7	0	-1	5	4	0.1	0	-5	-6
CNC(=S)N(C)CCc1cc2c(c(OC)c1C=C1C(=O)NC(=O)NC1=O)OCO2	0	-12	-2	7	3	-0.6	0	-1	-3
Cc1ccc(CN2CCCN(Cc3ccccc3C)S2(=O)=O)cc1	-2	-7	5	11	-3	2.7	-17	-10	-8
Cc1cc(C)c(S(=O)(=O)NCC2CCC(C(=O)N3CCC4(CC3)OCCO4)CC2)c(C)c1 (configuration not stated)	2	1	-3	3	-6	-0.2	5	3	3
COc1ccc(CC2=NCCc3cc(OC)c(OC)cc32)cc1OC	3	1	-6	0	1	.	18	-7	-29
O=c1c2ccccc2nc(-c2ccco2)n1-c1ccncc1	3	-1	-2	-4	-1	-0.3	4	-1	-17
CNC(=O)OCc1n(C)cc[n+]1C	0	-3	-1	0	3	5.6	0	1	-7
Cn1cc(C(=O)OCC(=O)NC2(C#N)CCCC2)c2ccccc21	2	-2	3	-2	-7	0.1	-6	9	16
CN1Cc2c(c(C#N)c(N)n(C)c2=S)CC1(C)C	3	7	7	-4	7	10	-1	-2	-9
Cc1ccc(-n2c(-c3cccs3)nc3ccccc3c2=O)cc1	-2	-5	9	-1	10	9.6	4	-1	-9
CCOC(=O)c1ccc2c(c1)n(Cc1ccccc1)c(C)[n+]2CC	-1	-8	6	3	-3	-1.8	-9	14	20
CC(=O)c1ccc(OC(NC(=O)c2ccco2)C(Cl)(Cl)Cl)cc1 (configuration not stated)	1	1	4	-3	3	-2.9	-4	-8	-9
CCn1c(O)c(N=Nc2cccc(S(=O)(=O)N3CCOCC3)c2)c(=O)n(CC)c1=S	0	-1	1	5	16	0.1	6	3	-15
CCOC(=O)[C@]12Cc3ccccc3[C@H]1N(C)C(=O)c1cc(OC)ccc12	-1	2	7	6	.	.	-1	-5	.
Cc1nc2cc(C(F)(F)F)ccc2n1C1CCN(Cc2nnnn2CCc2ccccc2)CC1	8	1	-8	-9	0	1.5	9	8	5
CCCCN1CCC(C#N)(Nc2ccccc2)CC1	0	-1	7	-4	-1	-2.4	-3	11	0
CC(C)(O)/C=C/C(=O)C(C)(O)C1C(O)CC2(C)C3CC=C4C(C=C(O)C(=O)C4(C)C)C3(C)C(=O)CC12C (configuration not stated)	1	4	14	19*	10	2.4	-22	-6	-18
COc1ccccc1N=C1SCCCN1C	1	-10	-4	-2	5	1.0	-5	11	-5
CNC(=O)O/N=C(\N)Cc1csc2ccc(Cl)cc12	0	-1	-4	1	9	-0.4	1	-1	-9
CCOP(=O)(Cc1cc(C(=O)CC)c(C)o1)OCC	0	-2	-3	-8	-2	-1.8	11	0	9
OCCNc1c2c(nc3ccccc13)CCCC2	0	-6	-1	-1	5	-1.1	-8	-6	-26
C=CCn1c(O)c(C(CC)=Nc2ccc(N(CC)CC)cc2)c(=O)[nH]c1=O	0	-1	0	0	7	-0.7	7	1	-10
CC(C)N1C(=O)/C(=C/C=C/c2ccco2)C(=O)N(Cc2ccco2)C1=O	2	-3	11	0	7	4.8	-4	1	-4
COc1ccc(O)c2c(=O)c3c(OC)cc4c(c3oc12)C1C=COC1O4 (configuration not stated)	-1	1	0	-7	-1	-0.3	-2	10	3
COc1ccccc1OCC#CCN1CCCC(C)C1 (configuration not stated)	1	-14	-1	0	4	-0.3	0	3	-1
Cc1ccc(C(=O)COC(=O)Cc2ccccc2)cc1	-1	-3	17	6	12	-0.4	2	-1	-9
CC=C(C)C(=O)OC1CCN2CC=C(COC(=O)C(O)(C(C)OC)C(C)(C)O)C12 (configuration not stated)	1	4	3	19*	14	-1.3	-14	8	-16
CCCCn1c(NS(=O)(=O)c2ccccc2)c(C(=O)OCC)c2nc3ccccc3nc21	4	5	-5	0	-1	2.0	11	10	8
O=C(N/N=C/c1c(O)n(CCc2ccccc2)c(=O)[nH]c1=O)c1ccccc1	1	-2	-4	-6	3	-0.7	3	10	-7

The list goes on, overlapping the part above by three compounds.
SMILES	CHRM4 agonist	CHRM5 agonist	M4 PAM	CHRM5 PAM	CHRM1 PAM	CRFBP-R2 agonist	M4 antag	M5 antag	M1 antag
CC=C(C)C(=O)OC1CCN2CC=C(COC(=O)C(O)(C(C)OC)C(C)(C)O)C12 (configuration not stated)	1	4	3	19*	14	-1.3	-14	8	-16
CCCCn1c(NS(=O)(=O)c2ccccc2)c(C(=O)OCC)c2nc3ccccc3nc21	4	5	-5	0	-1	2.0	11	10	8
O=C(N/N=C/c1c(O)n(CCc2ccccc2)c(=O)[nH]c1=O)c1ccccc1	1	-2	-4	-6	3	-0.7	3	10	-7
C=CCn1c(O)c(C(CC)=Nc2cccc(C(=O)O)c2)c(=O)[nH]c1=O	1	-1	9	-7	5	1.7	-1	2	-7
COc1ccc(-n2c(O)c(/C(C)=N/N3CCCCCC3)c(=O)[nH]c2=O)cc1	0	3	-6	8	34*	0.3	8	-1	-12
CN1CC(C(=O)c2cccc(C(F)(F)F)c2)C(c2ccc(Cl)cc2)C1 (configuration not stated)	2	-1	-4	1	-1	3.4	-2	6	-4
C=CCCC1(C(C)C)C(=O)NC(=S)NC1=O	0	-2	2	3	9	-5.1	-4	12	-10
CN1C(CC(O)c2ccccc2)CCCC1CC(O)c1ccccc1 (configuration not stated)	1	-2	-10	-13	-11	-2.4	13	1	-5
CN1C2CCC1C(COC(=O)c1ccccc1)C(O)C2 (configuration not stated)	0	-5	6	1	2	-0.3	-2	2	4
O=C1C2CCN(CC2)C1Cc1ccc(OCCOc2ccccc2)cc1 (configuration not stated)	5	-2	-6	0	-1	4.6	5	1	-3
CN1C(=O)N(C)C(=O)C2(Sc3ccccc3C2=O)C1=O	0	-1	-9	-9	-3	-2.1	1	8	1
O=c1[nH]c(O)c(C=Nc2ccccc2Oc2ccccc2)c(=O)[nH]1	1	1	1	-5	4	0.7	-4	5	-4
Cc1c2ccncc2c(C)c2c1[nH]c1ccccc12	5	2	5	3	-5	101*	4	0	-14
COc1cc(C)c(CN2CCN(c3ccccc3)CC2)cc1C	-3	-3	-5	1	-8	7.5	-10	-1	0
c1coc(CNCCc2c[nH]c3ccccc23)c1	2	2	-3	1	6	1.0	-3	4	-11
COCCNC(=O)c1c(N)n(CCC(C)C)c2nc3ccccc3nc12	11	1	-6	-3	5	1.2	6	0	4
CC/C(=N\Nc1ccccc1)c1c(O)n(-c2ccc(OC)cc2)c(=O)[nH]c1=O	16	3	-33	-27	-11	-1.3	18	15	27
Cc1cc(C(=O)OCC(=O)Nc2cccc(F)c2)c(C)n1C1CC1	6	0	4	-1	2	-1.3	-4	17	-4
CN1CCc2c(C#N)c(Cl)nc(Cl)c2C1	1	-1	0	-3	11	4.2	4	7	3
COc1ccc(Oc2c(C)oc3cc(OC(=O)N(C)C)ccc3c2=O)cc1	3	-1	4	1	6	-0.8	-18	4	-8
CC1=C2[C@H]3OC(=O)[C@@H](C)[C@@H]3CC[C@@]2(C)C=CC1=O	0	1	-2	-2	-4	-0.5	-1	3	1
Nc1ccncc1Cl	0	2	4	4	4	4.0	0	1	-3
Cc1ccc(Cn2nnnc2CN2CCC(n3nnc4ccccc43)CC2)cc1	7	-2	-8	-9	-5	-3.1	-9	-1	4
COC1=CC=C2[C@H]3Cc4ccc(OC)c5c4[C@@]2(CCN3C)[C@H]1O5	1	-4	-3	-5	1	0.9	-13	10	-8
COc1ccc(C(=O)OC2C[C@H]3CC[C@H](C2)N3C)cc1OC (some centres not stated)	1	0	-4	-3	0	-0.5	-3	4	-27
C[C@@H]1CC2(CCCC[N+]2(C)C)C[C@H]1C	1	-10	-11	-7	-11	-0.1	9	8	5
COc1ccccc1-n1c(O)c(/C=C2\C=Nc3ccccc32)c(=O)[nH]c1=O	1	0	0	-6	3	1.6	2	9	-9
N#CCCCCC#N	1	2	4	3	5	0.8	-5	0	-10
O=c1[nH]c(=O)n(-c2ccc(Br)cc2)c(O)c1C=NC(CO)(CO)CO	1	-2	2	-3	11	2.0	-9	9	-11
O=C1N[C@@H](Cc2ccccc2)C(=O)N2[C@H]1C[C@H]1c3ccccc3N(OOSc3ccccc3)[C@H]12	3	5	-2	-5	1	-3.9	10	12	-3
CCn1ccnc1CN1CCCC(C(=O)c2ccc(OC)cc2OC)C1 (configuration not stated)	4	1	-9	2	-4	-1.6	-1	13	7
Cc1cccc(-n2c(/C=C/c3ccccn3)nc3ccccc3c2=O)c1	1	2	-2	-3	3	0.0	3	8	-4
N=C1c2ccccc2CN1NC(=O)c1ccccc1	1	-2	4	1	15	0.3	-8	-3	-10
COc1ccccc1CN1CCN(C(=O)COc2ccc3ccccc3c2)CC1	15	-1	-2	4	6	0.7	-8	-11	-9
CCN1CCN(c2ccc(N)c(C)c2)CC1	2	-16	18	-5	6	-1.4	-5	10	2
COC(=O)C1=C(c2ccc(F)cc2F)C[C@@H]2CC[C@H]1N2C(=O)NCc1ccc2c(c1)OCO2	1	-4	4	2	3	-3.1	-5	9	-13
